BLM helicase inh – Bloom syndrome helicase (human) inhibition; recombinant BLM DNA unwinding, fluorescence dequenching; Potency, µM (top dose mostly 56.1 µM), for inactives: at the top dose activity change, negative = inhibition, actives largely listed as inhibitors; 0.2% of 350,000 active;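 further: plate controls were vehicle for no effect and no enzyme for full effect; nearly all actives have a fitted effect of over 35% in size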
Target sequence (P54132 whole entry, looked up): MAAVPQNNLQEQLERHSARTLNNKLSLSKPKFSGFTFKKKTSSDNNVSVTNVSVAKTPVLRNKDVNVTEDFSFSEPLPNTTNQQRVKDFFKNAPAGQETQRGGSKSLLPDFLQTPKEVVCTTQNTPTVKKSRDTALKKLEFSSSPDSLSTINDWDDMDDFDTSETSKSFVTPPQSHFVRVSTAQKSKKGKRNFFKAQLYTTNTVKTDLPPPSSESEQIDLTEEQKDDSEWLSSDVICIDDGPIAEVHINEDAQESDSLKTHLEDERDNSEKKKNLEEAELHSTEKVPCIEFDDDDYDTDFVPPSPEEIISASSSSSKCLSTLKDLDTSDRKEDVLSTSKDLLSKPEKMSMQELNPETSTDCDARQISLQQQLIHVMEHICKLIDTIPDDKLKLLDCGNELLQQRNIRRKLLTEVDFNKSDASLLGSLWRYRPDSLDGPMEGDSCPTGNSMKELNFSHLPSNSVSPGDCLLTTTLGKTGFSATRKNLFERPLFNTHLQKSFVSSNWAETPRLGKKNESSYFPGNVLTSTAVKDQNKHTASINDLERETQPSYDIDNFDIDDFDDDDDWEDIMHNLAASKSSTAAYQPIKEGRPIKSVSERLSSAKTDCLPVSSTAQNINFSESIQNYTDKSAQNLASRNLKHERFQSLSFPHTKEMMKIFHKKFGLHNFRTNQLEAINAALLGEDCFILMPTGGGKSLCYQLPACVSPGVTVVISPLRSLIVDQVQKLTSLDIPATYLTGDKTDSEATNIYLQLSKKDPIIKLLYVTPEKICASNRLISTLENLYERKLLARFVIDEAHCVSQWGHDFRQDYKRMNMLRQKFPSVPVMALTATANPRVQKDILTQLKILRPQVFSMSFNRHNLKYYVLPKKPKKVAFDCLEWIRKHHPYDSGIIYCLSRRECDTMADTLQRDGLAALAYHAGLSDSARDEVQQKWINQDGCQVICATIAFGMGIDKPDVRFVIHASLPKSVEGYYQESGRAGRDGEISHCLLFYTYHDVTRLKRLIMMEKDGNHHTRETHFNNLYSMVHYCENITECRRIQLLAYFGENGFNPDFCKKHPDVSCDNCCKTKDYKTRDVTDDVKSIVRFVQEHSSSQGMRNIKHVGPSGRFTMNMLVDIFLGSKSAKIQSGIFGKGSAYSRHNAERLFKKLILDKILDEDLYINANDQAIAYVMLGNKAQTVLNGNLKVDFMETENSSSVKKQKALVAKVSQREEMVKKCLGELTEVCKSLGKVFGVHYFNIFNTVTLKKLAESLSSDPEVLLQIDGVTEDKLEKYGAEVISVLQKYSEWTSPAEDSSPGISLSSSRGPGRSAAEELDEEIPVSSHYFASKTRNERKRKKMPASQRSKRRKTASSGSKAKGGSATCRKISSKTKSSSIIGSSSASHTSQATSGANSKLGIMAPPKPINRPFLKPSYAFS
APE1 inh – blocks human APE1 abasic DNA cleavage; AID 2517; recombinant APE1, TAMRA/BHQ-2 abasic DNA cleavage fluorescence; P27695; 0.35% of 350,000 active; Potency, µM (series often up to 65.8 µM), without a hit: at the top dose activity change, negative = inhibition, most hits filed as inhibitors;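 further: plate controls were vehicle for no effect and reference inhibitor for full effect; nearly all actives have a fitted effect of over 55% in size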
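APE1 at 0.75 nM final was preincubated with compound 15 min at room temperature, then 50 nM double-stranded THF abasic-site substrate (5'-TAMRA/3'-BHQ-2) was added. Fluorescence (ex 525/em 598 nm) was read kinetically; third-minus-first read gave activity.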
The depositor's hits bear a star; & = joins results of further samples; [ ] = remark or other dose. The call rests on the fitted dose curve; in most records, active means well fitted curve in the direction sought with a large enough effect; inconclusive means small, poorly fitted or top-dose-only effect, or another doubt; inactive means no such curve, though single readings can be large; an effect the other way counts as inactive or inconclusive. Potency means the concentration at half of the fitted maximal effect.

O=C1OC(=O)c2c(Cl)c(Cl)c(Cl)c(Cl)c21 was read as APE1 inh -3%.
`NC(=O)NC(N)=O` gave APE1 inh -4%.
`C=CC1CO1` (stereo not drawn) gave APE1 inh 2%.
CCCCC=O was read as APE1 inh 2%.
Screening O=c1/c(=C/c2ccco2)sc2nc3cc(Br)cnc3n12 returned APE1 inh 14%.
For C(=C/c1ccccc1)/c1ccccc1 the results were APE1 inh 2%.
`O=C(CSc1nnc(-c2cccc(S(=O)(=O)N3CCCC3)c2)n1-c1ccccc1)Nc1ccc(F)cc1` gave APE1 inh 12%.
`COc1ccc(C2=Nn3c(nnc3-c3ccccc3C(F)(F)F)SC2)cc1OC1CCCC1` gave APE1 inh -4%.
For NC(=O)C1CCN(c2nc(-c3ccccc3[N+](=O)[O-])cs2)CC1 the results were APE1 inh 14%.
Screening CCC1CO1 (stereo not drawn) returned APE1 inh 2%.
For CC(=O)OCC1OC(C#Cc2ccccc2)C=CC1OC(C)=O (stereo not drawn) the results were BLM helicase inh 2%&-4%[12.4 µM] and APE1 inh -9%&-11%[12.4 µM].
Screening COC(=O)C1=C(C(=O)OC)[C@@H]2N(C)c3ccccc3[C@@]23C[C@@H](C(=O)OC)N(S(=O)(=O)c2ccc([N+](=O)[O-])cc2)C3=N1 returned BLM helicase inh -5%[12.4 µM] and APE1 inh 20%[12.4 µM].
Screening CCOC(=O)CCN1C(=O)[C@H]2[C@H]3[C@H](O)[C@H](O)C/C(=N/OC/C=C(\C)CCC=C(C)C)[C@H]3CC[C@@H]2C1=O returned BLM helicase inh -5%[12.4 µM] and APE1 inh inconclusive.
`CC[C@H](C)[C@@H](NC(=O)O[C@H]1C(=O)c2cc(OC)ccc2O[C@@H]1c1ccc(OC)c(Br)c1)C(=O)OC` gave BLM helicase inh 0% and APE1 inh inconclusive.
For Cc1ccc(S(=O)(=O)N[C@H]2COC(=O)CC=C[C@@H](C)[C@H]3C=C[C@H](O)[C@@H](COC(=O)CC=C[C@H]2C)O3)cc1 the results were BLM helicase inh 2%&0%[12.4 µM] and APE1 inh 15%&-11%[12.4 µM].
For COc1ccc2c(c1)O[C@@H](c1cccc(C(F)(F)F)c1)[C@H](OC(=O)NS(=O)(=O)c1ccc(F)cc1)C2=O the results were BLM helicase inh 0% and APE1 inh 0%.
Cc1cc(O)cc(O)c1C(=O)OC1(C)C(=O)C=C2C=C(/C=C/CO)OC=C2C1=O (stereo not drawn) was read as BLM helicase inh 27% and APE1 inh inconclusive.
For CCCC[C@@H]1C[C@H]1C(NC(=O)c1cccnc1)c1ccc(-c2ccccc2)cc1 (stereo partly drawn) the results were BLM helicase inh -4% and APE1 inh -3%.
For COC(=O)NC(/C(C(=O)OC)=C(\C)NCc1ccccc1)c1cccc(F)c1 (stereo not drawn) the results were BLM helicase inh 0%[12.4 µM] and APE1 inh inconclusive.
For CCCCNc1nc(C)nc2c1nc(-c1ccccc1)n2C(C)CCCN(CC)CC (stereo not drawn) the results were BLM helicase inh -3% and APE1 inh -5%.
`COC(=O)NC(c1cccc(C)c1)[C@@]1(C(=O)OC)CCCC1=O` (stereo partly drawn) gave BLM helicase inh 1%[12.4 µM] and APE1 inh inconclusive.
`OCC1OC(c2ccccc2)C=CC1Oc1ccc(C2CCCC2)cc1` (stereo not drawn) gave BLM helicase inh 0%[12.4 µM] and APE1 inh 5%[12.4 µM].
CCCCC/C=C\C/C=C\CCCCCCCCCC(=O)NCCCC(=O)O was read as BLM helicase inh 0% and APE1 inh -3%.
`COC(=O)CC1=COC2OCC3=CC[C@@H]1C32` (stereo partly drawn) gave BLM helicase inh 0%[12.4 µM] and APE1 inh inconclusive.
For COC(=O)c1ccc(C(NC(=O)OCc2ccccc2)/C(=C/[C@@H](C)C(=O)NCCc2c[nH]c3ccccc23)c2cccnc2)cc1 (stereo partly drawn) the results were BLM helicase inh -6% and APE1 inh -6%.
`Cc1nc(N2CCOCC2)c2nc(-c3ccccc3)n(CCCN(C)C)c2n1` gave BLM helicase inh 2% and APE1 inh -1%.
COc1ccc2c(c1)O[C@@H](c1cccc(C(F)(F)F)c1)[C@H](OC(=O)NCCOc1ccccc1)C2=O was read as BLM helicase inh -6% and APE1 inh 20%.
For COc1cccc([C@@H]2Oc3ccc(Br)cc3C[C@H]2OC(=O)NCCc2ccc(OC)c(OC)c2)c1 the results were BLM helicase inh 5% and APE1 inh 0%.
COC(=O)NC(CC(C)=O)c1ccco1 (stereo not drawn) was read as BLM helicase inh 5%[12.4 µM] and APE1 inh 12%[12.4 µM].
COC(=O)[C@@H]1C[C@H]1[C@@H](NC(C)=O)c1ccccc1 was read as BLM helicase inh 0% and APE1 inh -10%.
Screening CCN1C(=O)[C@H]2[C@H]3[C@H](O)[C@H](O)C/C(=N/OC[C@@H](O)COCc4ccco4)[C@@H]3CC[C@@H]2C1=O returned BLM helicase inh -2%&-1%[12.4 µM] and APE1 inh inconclusive.
COC1=C(C(=O)c2ccccc2)C(=O)C2(CC=C(C)C)C[C@H](C(=O)OCC(F)(F)F)C(C)(C)[C@@]1(CC=C(C)C)C2=O (tested in a mixture with another compound) was read as BLM helicase inh -1% and APE1 inh -2%.
COC(=O)[C@@]1(Cc2ccccc2)[C@H]2c3cc(C(=O)N(C)C)n(Cc4ccc(O)c(OC)c4)c3C[C@H]2CN1C(=O)c1ccccc1 was read as BLM helicase inh -3% and APE1 inh -6%.
CC(C)OC(=O)C[C@H](NC(=O)OC(C)(C)C)c1ccccc1 was read as BLM helicase inh -1%[12.4 µM] and APE1 inh 33%[activator][12.4 µM].
O=P1(O)Oc2c(c(-c3ccccc3)cc3ccccc23)-c2c(-c3ccccc3)cc3ccccc3c2O1 was read as BLM helicase inh -5% and APE1 inh 0%.
Screening COC(=O)[C@@H]1C[C@@]1(C)[C@@H](NC(=O)OCc1ccccc1)c1ccccc1 returned BLM helicase inh -8% and APE1 inh -6%.
For COC(=O)[C@@]1(Cc2ccc(F)cc2)[C@H]2c3cc(C(=O)N4CCCC4)n(CCSCCO)c3C[C@H]2CN1C(=O)c1ccccc1 the results were BLM helicase inh -9% and APE1 inh 20%.
For CC(O)C#C[Si](C)(C)c1ccccc1 (stereo not drawn) the results were BLM helicase inh 3% and APE1 inh 1%.
`CCN(CC)CCn1c(-c2ccccc2)nc2c(NCCOC)nc(C)nc21` gave BLM helicase inh -1% and APE1 inh -6%.
For COC(=O)[C@@]1(Cc2ccccc2)[C@H]2c3cc(C(=O)N4CCCC4)n(C)c3C[C@H]2CN1C(=O)c1ccccc1 the results were BLM helicase inh -6% and APE1 inh -3%.
For CCOC(=O)OCC1OC(c2cc(C)cc(C)c2)C=CC1OC(=O)OCC (stereo not drawn) the results were BLM helicase inh -4%[12.4 µM] and APE1 inh -6%[12.4 µM].
COC(=O)[C@@H]1CC[C@H](C)[C@@H](c2ccc(C)cc2)N1C(=O)c1ccc(/C=N\O[C@@H]2O[C@H](COC(C)=O)[C@H](OC(C)=O)[C@H](OC(C)=O)[C@H]2OC(C)=O)cc1 was read as BLM helicase inh -2%[12.4 µM] and APE1 inh 35%[activator][12.4 µM].
`COC(=O)C1(CC(C)C)C=C2C(=C(c3ccccc3)C(=O)C2C)CN1` (stereo not drawn) gave BLM helicase inh -3% and APE1 inh -5%.
For CO[C@@H]1COC(=O)CC=C[C@@H](C)[C@@H]2C=C[C@H](O)[C@@H](COC(=O)C/C=C\[C@H]1C)O2 the results were BLM helicase inh 0%[12.4 µM] and APE1 inh -7%[12.4 µM].
Screening C[Si](C)(C/C=C/CC[C@H](O)C1=CCCCC1=O)c1ccccc1 returned BLM helicase inh 1% and APE1 inh 1%.
For CC(C)(C)OC(=O)NCCCC1=CC2=CC(=O)C(C)(OC(=O)c3cccs3)C(=O)C2=CO1 (stereo not drawn) the results were BLM helicase inh -13% and APE1 inh 30%.
Screening C/C(CCC(=O)OC[C@@H]1O[C@H](C#Cc2ccccc2)C=C[C@@H]1Oc1ccc(C)cc1)=N/OC[C@@H](C)[C@H](OCc1ccccc1)C(C)C returned BLM helicase inh 1%[12.4 µM] and APE1 inh 29%[12.4 µM].
For CCCNC(=O)OC[C@@H]1O[C@H](CCO/N=C(\C)CCC(=O)OC[C@@H]2O[C@H](c3ccccc3)C=C[C@@H]2Oc2ccc(OC)cc2)C=C[C@@H]1Oc1ccc(OC)cc1 the results were BLM helicase inh -2%[12.4 µM] and APE1 inh 6%[12.4 µM].
`COC(=O)C(C(=O)OC)[C@@H](NC=O)c1ccccc1` gave BLM helicase inh -1% and APE1 inh 1%.
For CC(C)C[C@@H](CC(=O)N[C@@H](CCC(=O)O)CC(=O)O)NC(=O)[C@@H]1CCCC[C@H]1NC(=O)C[C@@H](NC(=O)C[C@H](Cc1c[nH]c2ccccc12)NC(=O)[C@@H]1CNCC[C@H]1N)C(C)C the results were BLM helicase inh 2% and APE1 inh 0%.
Screening C/C(=C\CO)CCO returned BLM helicase inh 2% and APE1 inh 24%.
For CC(C)=CCC/C(C)=C/CO/N=C1/[C@H]2O[C@@H]2[C@@H](O)[C@H]2[C@H]1CCn1c(=O)n(-c3ccccc3)c(=O)n12 the results were BLM helicase inh -4%[12.4 µM] and APE1 inh -12%[12.4 µM].
Screening CC(C)=CCC/C(C)=C/CO/N=C1/C[C@@H](O)[C@@H](O)[C@@H]2[C@@H]3C(=O)N(c4cccc(Oc5ccccc5)c4)C(=O)[C@H]3CC[C@@H]12 returned BLM helicase inh 1%[12.4 µM] and APE1 inh 27%[12.4 µM].
Screening COc1ccc2c(c1)C(=O)[C@H](OC(=O)NCc1ccco1)[C@@H](c1ccc(OC)c(Br)c1)O2 returned BLM helicase inh -4% and APE1 inh -4%.
For C/C=C/C1=Cc2ccccc2C(C(C(=O)OC)C(=O)OC)N1C(=O)OC (stereo not drawn) the results were BLM helicase inh -5% and APE1 inh -2%.
Screening COc1ccc(-c2nc(-c3ccccc3)c(NC(C)(C)C)o2)cc1 returned BLM helicase inh 4%&3% and APE1 inh 31%&3%[activator].
Screening COc1cccc([C@@H]2Oc3ccc(Br)cc3C(=O)[C@H]2O)c1 returned BLM helicase inh -1% and APE1 inh inconclusive.
Screening COC(=O)[C@@H]1C[C@H]1[C@@H](NC(=O)c1cccnc1)c1ccccc1 returned BLM helicase inh -7% and APE1 inh 2%.
`COC(=O)[C@@]1(Cc2ccc(F)cc2)[C@H]2c3cc(C(=O)N(C)C)n(C)c3C[C@H]2CN1C(=O)c1ccccc1` gave BLM helicase inh 0% and APE1 inh -5%.
CCOC(=O)CNC(=O)O[C@H]1C(=O)c2ccc(OC)cc2O[C@@H]1c1ccc2c(c1)OCO2 was read as BLM helicase inh -1% and APE1 inh -2%.

Gathered by group: those above with a CF3 group.
`COc1ccc(C2=Nn3c(nnc3-c3ccccc3C(F)(F)F)SC2)cc1OC1CCCC1` gave APE1 inh -4%.
For COc1ccc2c(c1)O[C@@H](c1cccc(C(F)(F)F)c1)[C@H](OC(=O)NS(=O)(=O)c1ccc(F)cc1)C2=O the results were BLM helicase inh 0% and APE1 inh 0%.
COc1ccc2c(c1)O[C@@H](c1cccc(C(F)(F)F)c1)[C@H](OC(=O)NCCOc1ccccc1)C2=O was read as BLM helicase inh -6% and APE1 inh 20%.
COC1=C(C(=O)c2ccccc2)C(=O)C2(CC=C(C)C)C[C@H](C(=O)OCC(F)(F)F)C(C)(C)[C@@]1(CC=C(C)C)C2=O (tested in a mixture with another compound) was read as BLM helicase inh -1% and APE1 inh -2%.

The list goes on.
COC(=O)C/C=C\[C@@H](C)[C@@H]1C=C[C@H](OC(C)=O)[C@H](COC(C)=O)O1 was read as BLM helicase inh -1%[12.4 µM] and APE1 inh 25%[12.4 µM].
`CCCCC/C=C\C/C=C\CCCCCCCCCC(N)=O` gave BLM helicase inh 1% and APE1 inh 4%.
CC1(C)OC(C(O)(c2cc(F)c(F)c(F)c2)c2cc(F)c(F)c(F)c2)C(C(O)(c2cc(F)c(F)c(F)c2)c2cc(F)c(F)c(F)c2)O1 (stereo not drawn) was read as BLM helicase inh -4%[12.4 µM] and APE1 inh inconclusive.
Screening COc1ccc(/C(=C\C(=O)O)c2nccc3cc(OC)c(OC)cc23)cc1OC returned BLM helicase inh -10% and APE1 inh 0%.
For CO[C@H]1OC[C@@]2(C)[C@@H]3C4=C(CN2C(=O)OC(C)(C)C)[C@H](C)[C@H](CO)[C@H](CO)[C@H]4CC[C@H]13 the results were BLM helicase inh -1% and APE1 inh -7%.
`CCCC[C@@H]1C[C@H]1C(NC(=O)c1ccco1)c1ccccc1C(F)(F)F` (stereo partly drawn) gave BLM helicase inh -14% and APE1 inh -6%.
Screening CCC#CCOCC(=S)Nc1ccccc1 returned BLM helicase inh 5% and APE1 inh -3%.
Screening CCc1c2c(nc3cccc(C(C)C)c13)-c1cccc(=O)n1C2 returned BLM helicase inh -1% and APE1 inh -10%.

4 entries from above, arranged by molecular weight, lowest first:
Screening COC(=O)[C@@H]1C[C@H]1[C@@H](NC(=O)c1cccnc1)c1ccccc1 returned BLM helicase inh -7% and APE1 inh 2%.
`COC(=O)C1(CC(C)C)C=C2C(=C(c3ccccc3)C(=O)C2C)CN1` (stereo not drawn) gave BLM helicase inh -3% and APE1 inh -5%.
For CO[C@H]1OC[C@@]2(C)[C@@H]3C4=C(CN2C(=O)OC(C)(C)C)[C@H](C)[C@H](CO)[C@H](CO)[C@H]4CC[C@H]13 the results were BLM helicase inh -1% and APE1 inh -7%.
CCOC(=O)CNC(=O)O[C@H]1C(=O)c2ccc(OC)cc2O[C@@H]1c1ccc2c(c1)OCO2 was read as BLM helicase inh -1% and APE1 inh -2%.

From PubChem BioAssay

Only part of the results is shown (hit frequency here may not be typical).
